HCV core dimer – inhibitors of HCV core protein dimerization, primary screen, biochemical, TR-FRET, high-throughput | TR-FRET GST/Flag-core106 dimerization, 1536-well | inhibition, % at 5 µM | hit rate 0.33% among 300,000;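 active means inhibition above the mean of all tested compounds plus 3 SD, set per screening campaign, cut at about 45% in these data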
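Assay system – GST-tagged and Flag-tagged HCV core protein residues 1-106 · Quantity – core106 proteins, GST 13.5 nM and Flag 17 nM · Benchmarks – unlabelled core106 and no-GST-core106 wells · Read-out basis – percent inhibition of core106 dimerization signal · Detection – time-resolved FRET, ex 340 nm, em 617 and 671 nm · Schedule – 4 h at 22.5 °C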
PP1 counter – PP1-alpha phosphatase inhibitors, primary screen, counter-screen for PP5 inhibitor project, biochemical, fluorescence, OMFP substrate, single point; Serine/threonine-protein phosphatase PP1-alpha catalytic subunit (Homo sapiens), P62136; purified PP1alpha; inhibition, % at 6.7 µM; hit rate 0.9% among 320,000;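 active means inhibition above the mean inhibition of all tested compounds plus 3 SD, computed separately for each screening campaign, cut at about 15% in these data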
procasp3 activ – activators of human procaspase-3 D3A mutant, primary screen, biochemical, absorbance, PC-3 D3A mutant, single concentration. activation, % at 8.5 µM. AID 463141, 2010. Caspase-3 (Homo sapiens), P42574. hit rate 0.11% among 330,000. recombinant procaspase-3 D3A, Ac-DEVD-pNA absorbance 405 nm;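 active means activation above the mean of all tested compounds plus 3 SD, cut at about 21% in these data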;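 further: 0% = DMSO alone and 100% = DMSO wells spiked with extra 5 µM PC-3 D3A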
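assay system = Procaspase-3 D3A mutant | signal = absorbance at 405 nm, 0 and 120 min | times = 1 h preincubation plus 2 h reaction at 25 °C | repeats = single replicate | read-out = % activation between DMSO and enzyme-spiked controls | medium = Zinc-free HEPES saline buffer with Triton X-100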
proCasp7 act – procaspase-7 activators, primary screen, counter-screen for procaspase-3 activator project, biochemical, absorbance, HTS, human; Caspase-7 (Homo sapiens), P55210; activation, % at 8.5 µM; hit rate 0.093% among 330,000; AID 463210, 2010; recombinant procaspase-7, Ac-DEVD-pNA absorbance 405 nm; D23A/D198A/D206A triple mutant, cannot self-cleave; scale: DMSO 0, 5 µM enzyme 100;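 active means percent activation above the screen-wide mean plus 3 SD, cut at about 25% in these data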
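System: Uncleavable procaspase-7 mutant enzyme; Amount: 2 µM procaspase-7 mutant as dispensed; Schedule: 1 h compound preincubation, 2 h substrate cleavage, 25 °C; Measured by: 405 nm absorbance of p-nitroaniline; Evaluation: percent activation from buffer-corrected 0–120 min absorbance change; Control set: low DMSO alone, high DMSO plus 5 µM PC-7.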
GRK2 inh – compounds blocking aptamer binding on GRK2 – biochemical, human GRK2, bead flow cytometry, HTS, primary screen; inhibition of aptamer binding, % at 10 µM; Beta-adrenergic receptor kinase 1 (Homo sapiens), P25098; FAM-aptamer displacement from GRK2; hit rate 0.59% among 330,000; AID 488847, 2010;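 active means inhibition of aptamer binding above 40%, roughly 3 SD of noise, on plates passing a quality check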;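 further: median bead fluorescence of bound FAM aptamer so fluorescent compounds give negative values; no value below 0 was filed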
VLA-4 inh – inhibition in human VLA-4 binding assay, primary screen, VLA-4 allosteric modulator project, MLPCN library, flow cytometry, VLA-4 expressing cells; AID 2557, 2010; inhibition, % (about 7 µM as worked out from the volumes in the protocol); ligand binding flow cytometry; hit rate 0.2% among 330,000; in the data active means inhibition above about 50%
Fh CTSL1 inh – Fasciola hepatica cathepsin L1 inhibitors, primary screen, counter-screen for PFM18AAP inhibitor project, biochemical, QFRET, fluorogenic peptide substrate; inhibition, % at 5.96 µM; AID 1906, 2009; recombinant F. hepatica cathepsin L1, Z-Leu-Arg-MCA fluorescence; hit rate 0.49% among 300,000;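 active means inhibition above the mean of all tested compounds plus 3 SD, set per screening campaign, cut at about 17% in these data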;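 further: 0% = plate median of test compound wells and 100% = 1 µM Z-Phe-Ala-diazomethylketone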
GASC-1 inh – inhibitors of GASC-1 histone demethylase, primary screen, biochemical, fluorescence, DELFIA europium. Lysine-specific demethylase 4C (Homo sapiens), Q9H3R0. GST-JMJD2C(1-420) H3K9me3 demethylation. inhibition, % at 2.35 µM. hit rate 0.069% among 330,000;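 active means more than half of a compound's replicate wells show inhibition beyond 50%, single wells judged on their own value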;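 further: signal counts dimethyl H3K9 product captured on neutravidin plate; 0% = median of DMSO wells and 100% = 0.3 times that DMSO median; strong numbers were not always called active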
Target sequence (Q9H3R0 1-420 limits assumed): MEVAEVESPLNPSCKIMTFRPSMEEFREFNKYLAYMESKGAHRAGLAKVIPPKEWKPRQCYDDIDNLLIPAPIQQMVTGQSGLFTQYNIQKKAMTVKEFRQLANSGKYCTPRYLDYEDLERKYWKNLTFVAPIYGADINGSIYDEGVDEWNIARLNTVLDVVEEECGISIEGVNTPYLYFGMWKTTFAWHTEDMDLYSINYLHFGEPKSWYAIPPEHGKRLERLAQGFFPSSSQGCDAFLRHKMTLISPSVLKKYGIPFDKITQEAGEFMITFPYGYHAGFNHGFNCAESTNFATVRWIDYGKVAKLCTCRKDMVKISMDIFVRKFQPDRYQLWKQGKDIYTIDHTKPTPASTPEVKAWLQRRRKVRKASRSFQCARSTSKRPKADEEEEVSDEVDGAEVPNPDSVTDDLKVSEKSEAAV
PP5 inh – PP5 phosphatase inhibitors, primary screen, biochemical, fluorescence; purified PP5c, OMFP substrate fluorescence; inhibition, % at 6.7 µM; Serine/threonine-protein phosphatase 5 (Homo sapiens), P53041; hit rate 0.18% among 320,000;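 active means inhibition above the campaign's mean inhibition across all tested compounds plus 3 SD, cut at about 9.5% in these data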;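 further: 0% = DMSO only and 100% = 100 µM cantharidin control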
Target sequence (P53041 whole entry, looked up): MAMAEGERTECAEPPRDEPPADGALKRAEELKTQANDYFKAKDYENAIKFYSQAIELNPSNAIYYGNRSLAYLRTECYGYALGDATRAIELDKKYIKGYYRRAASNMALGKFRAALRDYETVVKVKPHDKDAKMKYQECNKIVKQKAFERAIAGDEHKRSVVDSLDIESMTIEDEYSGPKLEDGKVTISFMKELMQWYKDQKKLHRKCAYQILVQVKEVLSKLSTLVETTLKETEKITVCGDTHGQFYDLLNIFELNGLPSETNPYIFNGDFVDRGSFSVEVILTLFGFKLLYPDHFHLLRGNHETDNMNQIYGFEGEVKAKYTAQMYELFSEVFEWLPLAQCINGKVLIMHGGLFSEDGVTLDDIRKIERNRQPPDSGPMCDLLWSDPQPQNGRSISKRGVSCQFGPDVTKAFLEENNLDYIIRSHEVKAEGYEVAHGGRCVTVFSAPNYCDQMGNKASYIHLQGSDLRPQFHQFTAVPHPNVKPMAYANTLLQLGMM
* = called active by the depositor; nt = no result given; & = joins results of further samples.

item	compound	PP1 counter	Fh CTSL1 inh	VLA-4 inh	proCasp7 act	GRK2 inh	procasp3 activ	PP5 inh	HCV core dimer	GASC-1 inh
1	Cc1ccc(/C=N/NC(=O)c2ccoc2C)o1	-4	0	-8	-8	6	0	2.1	0	-15
2	O=C(c1ccc(NC2=NC3CS(=O)(=O)CC3S2)cc1)N(CCO)Cc1ccccc1 (stereo not given)	0	0	2	7	0	7	1.8	-7	-20
3	CCCCC1(C(=O)OC)NC(c2ccc(O)cc2)C2C(=O)N(c3ccccc3)C(=O)C21 (stereo not given)	-4	0	0	-3	nt	-6	-0.1	8	2
4	Cc1onc(-c2ccccc2)c1C(=O)NCC1CCN(C(=O)c2c(-c3ccccc3)noc2C)CC1	-5	0	4	5	1	4	-2.4	-1	1
5	O=C(NC(=S)NNC(=O)c1ccccc1[N+](=O)[O-])c1ccccc1	3	-1	-11	-23	0	-12	1.3	-2	-8
6	COc1ccc(NC(=O)c2ccc(S(=O)(=O)NCc3cccnc3)cc2)cc1	-4	-5	7	-2	3	-4	7.3	16	0
7	COCCNC(=O)c1cc(-c2ccncc2)nc2ccc(S(=O)(=O)N3CCOCC3)cc12	-2	7	-9	3	2	5	1.5	-26	9
8	O=C(Nc1ccc2c(c1)OCO2)c1n[nH]c(=O)c2ccccc12	0	1	3	2	3	-1	0.1	34	1
9	CCCCOC(=O)c1cccc(NC(=O)CCC(=O)O)c1	4	-1	2	-1	0	-2	-1.7	-4	-3
10	Cc1occc1C(=O)N1CCCC(CCC(=O)NCc2ccc(F)c(F)c2)C1 (stereo not given)	-3	4	-3	9	1	-5	-2.8	3	5
11	CCOC(=O)CCCNC(=O)CN1C(=O)NC2(CCCCCC2)C1=O	-3	2	6	4	0	4	-0.7	0	1
12	CCN(CC(=O)Nc1ccc(NC(C)=O)cc1)C(=O)C1(c2ccccc2)CC1	-5	nt	8	3	0	-3	0.8	nt	8
13	CC1CC(C)(C)NC(=S)S1 (stereo not given)	-5	-2	11	4	0	-3	0.3	-2	0
14	Cc1cc(C)nc(NS(=O)(=O)c2ccc(N3C(=O)C4CCCCC4C3=O)cc2)n1 (stereo not given)	-2	2	4	5	0	5	-0.6	1	7
15	O=C(COC(=O)[C@@H]1CCCN1S(=O)(=O)c1ccc(Cl)cc1)NC12CC3CC(CC(C3)C1)C2	7	-6	-14	12	0	3	2.9	10	-9
16	COc1ccc(S(=O)(=O)N2CCC(C(=O)Nc3ccc4c(c3)OCCO4)CC2)cc1OC	-5	2	-7	-6	0	6	0.7	-14	4
17	CCCN1Cc2cccc(C(=O)Nc3ccc(-c4nc5ccccc5[nH]4)cc3)c2C1=O	-2	6	14	9	0	12	-1.4	6	2
18	COc1cc(NC(=S)Nc2ccccn2)cc(OC)c1	0	-2	-7	2	3	9	-0.2	3	-10
19	c1ccc2c(Cn3nnc4ccccc43)cccc2c1	-2	1	12	11	0	8	-2.0	4	3
20	COc1ccc(N2C3=[N+](CC2(C)O)c2ccccc2CC3)cc1 (stereo not given)	0	3	3	-4	1	-2	4.8	1	7
21	O=[N+]([O-])c1cc(S(=O)(=O)N2CCCC2)ccc1NCCc1ccccc1	-6	0	7	6	2	-4	-0.5	8	1
22	CCOC(=O)C1CCN(S(=O)(=O)c2cccc(C(=O)Nc3ccccc3)c2)CC1	0	0	23	8	1	7	3.0	-1	5
23	O=C(NC(=S)NCc1cccnc1)c1ccc([N+](=O)[O-])cc1	-1	-6	15	-5	4	1	2.6	-1	0
24	Cc1ccc2nc(-c3ccc(NC(=O)COC(=O)c4ccc(Br)o4)cc3)sc2c1	2	-1	-18	-2	0	8	-2.0	11	nt
25	COc1ccc2oc(C(=O)N(CC(C)C)C3CCS(=O)(=O)C3)c(C)c2c1 (stereo not given)	-4	0	-23	-1	0	10	-2.3	11	1
26	CCOC(=O)C1=C(COC(=O)/C=C/c2ccccc2F)NC(=O)NC1C (stereo not given)	-1	3	8	-9	11	4	-1.6	0	25
27	Cc1ccc(C)c(N2CCN(CCN3CCCCC3)CC2)c1	2	-6	7	2	0	-2	-0.5	-3	-29
28	CCC(=O)Nc1ccc(Cl)c(NC(=S)NC(C)=O)c1	-3	-1	17	-8	5	-2	2.0	8	-4
29	COc1cc(-c2nnc(COc3ccc(Cl)cc3C)o2)cc(OC)c1OC	0	4	7	-4	3	1	-0.3	3	-55
30	Cc1nc2cc(-c3cccc(F)c3)nn2c(C)c1CCC(=O)N1CCN(c2ccccn2)CC1	-2	0	-14	4	0	1	-3.0	6	6
31	Cc1ccc(OCC(=O)N2CCc3ccccc3C2)c(Br)c1	-5	-2	1	7	2	8	1.1	4	4
32	CCC(=O)N[C@@H]1CC(C(C)(C)NC(=O)CC)CC=C1C (stereo not given in full)	3	-2	7	-9	0	6	2.2	-6	-9
33	Nc1c(-c2cccs2)cnn1-c1nc(-c2ccc(F)cc2)cs1	0	-4	-4	4	0	4	4.8	-1	1
34	O=C(Cn1c(NCCCCl)nc2ccccc21)c1ccccc1	-1	nt	12	7	0	-1	2.6	nt	6
35	COc1ccc(-c2c(C#Cc3ccsc3)c3cc(Br)ccc3n2C)cc1	1	nt	0	7	0	9	0.4	nt	-7
36	CCOC(=O)C1=C(C)NC(=O)CC1c1ccccc1OC (stereo not given)	-3	4	-1	3	1	-12	0.2	-2	-1
37	Cc1occc1C(=O)NNC(=O)Cc1ccccc1	-3	2	10	1	0	4	0.7	-5	3
38	COc1ccc(C(C(=O)NC2CCCC2)N(CCC(C)C)C(=O)CCC(=O)Nc2cc(C)on2)cc1 (stereo not given)	-1	0	7	-2	3	7	3.0	7	7
39	COc1ccc(-c2sc3cc(OC)c(OC)cc3c2C#CCO)cc1	nt	nt	25	8	5	6	nt	nt	nt
40	COc1ccc(NC(=O)c2ccc(NC(=O)COC(=O)c3cnc(C)cn3)cc2)cc1	-3	-7	-1	4	1	3	-0.1	5	19
41	Cc1nn(C(C)C(=O)NCCc2cccs2)c(=O)c2nn(-c3ccccc3)c(C)c12 (stereo not given)	-3	4	8	-6	0	7	0.1	-5	4
42	CCCCOC(=O)c1c(C)oc2ccc(NS(=O)(=O)c3ccc4c5c(cccc35)C(=O)N4)cc12	7	3	1	2	0	10	7.6	14	0
43	COCCN(CC(=O)NCC1CCCO1)C(=O)CCC(=O)Nc1ccccn1 (stereo not given)	-4	0	11	11	0	3	-1.4	-7	3
44	Nc1nc(CSC(=S)N2CCOCC2)nc(Nc2ccccc2)n1	-1	3	12	1	0	2	1.5	-4	9
45	O=C(O)c1ccccc1C(=O)Nc1cc(-c2ccccc2)[nH]n1	-1	-1	-9	4	2	-4	-0.9	-6	-3
46	CN(Cc1c(F)cccc1Cl)C(=O)c1cnc2ccccc2n1	0	4	9	-3	0	10	0.0	4	4
47	COC(=O)c1cccc(NC(=O)CCCOc2cccc(C)c2)c1	-2	1	29	7	0	-1	0.5	-3	-4
48	O=C(Cc1n[nH]c(=O)c2ccccc12)N1CCN(c2ccc(F)cc2)CC1	-2	0	-3	-2	2	-3	-0.1	1	2
49	CCOC(=O)[C@H]1[C@H]2COc3ccc(Cl)cc3[C@@H]2N2C(=O)CN(Cc3ccc(F)cc3)C(=O)[C@@]12C	2	nt	0	11	1	-5	4.2	nt	3
50	CC1=C(C(=O)OCCOC(C)C)C(c2cc3c(cc2Br)OCO3)C2=C(CCCC2=O)N1 (stereo not given)	-2	-2	11	5	1	6	2.1	3	2&2
51	CCc1ccccc1NC(=O)C1CCCN(S(=O)(=O)c2ccc3c(c2)CC(C)N3C(C)=O)C1 (stereo not given)	1	-2	0	-4	4	4	-1.5	18	-3
52	COc1cc(C2CC(=O)N(c3ccc(C)cc3)C(=O)C2)cc(OC)c1OC	-2	-3	-2	3	1	-3	-0.9	-5	7
53	CCOC(=O)N1CCC(NS(=O)(=O)c2cc(Br)cc3c2N(C(=O)CC)CC3)CC1	-5	0	14	8	3	2	2.2	3	2

Assay outcomes: PubChem BioAssay, several laboratories
